# SIAE primary: human SIAE inhibitors, primary screen, biochemical, fluorescence polarization, FP-Rh probe, 1536-well HTS; SIAE FP-Rh probe binding; inhibition, % at 9.66 µM; actives 0.69% (n = 370,000);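 active = inhibition above a cutoff: mean of compounds within the control limits plus 3 SD of those, cut at about 17% in these data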;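 note: 0% = plate median of compound wells and 100% = probe without SIAE protein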
# GC-A act: GC-A stimulated cGMP production enhancers – HEK293 GC-A cells, cGMP TR-FRET, EC30 ANP, primary screen; Atrial natriuretic peptide receptor 1 (Homo sapiens), P16066; activation, % at 10 µM; AID 1671463, 2021; actives 0.14% (n = 370,000); 0% at EC30 ANP, 100% saturating ANP; in the data active = activation above about 40%
# HTRA1 inh: HTRA1 serine protease inhibitors, primary screen, biochemical, fluorescence polarization, HTS; Q92743; recombinant HTRA1, FP-rhodamine activity-based probe; inhibition, % at 5.96 µM; actives 0.5% (n = 340,000); AID 504803, 2011; in the data active = inhibition above about 36%;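 note: 0% = enzyme with DMSO and 100% = wells lacking enzyme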
# Target sequence (Q92743 whole entry, looked up): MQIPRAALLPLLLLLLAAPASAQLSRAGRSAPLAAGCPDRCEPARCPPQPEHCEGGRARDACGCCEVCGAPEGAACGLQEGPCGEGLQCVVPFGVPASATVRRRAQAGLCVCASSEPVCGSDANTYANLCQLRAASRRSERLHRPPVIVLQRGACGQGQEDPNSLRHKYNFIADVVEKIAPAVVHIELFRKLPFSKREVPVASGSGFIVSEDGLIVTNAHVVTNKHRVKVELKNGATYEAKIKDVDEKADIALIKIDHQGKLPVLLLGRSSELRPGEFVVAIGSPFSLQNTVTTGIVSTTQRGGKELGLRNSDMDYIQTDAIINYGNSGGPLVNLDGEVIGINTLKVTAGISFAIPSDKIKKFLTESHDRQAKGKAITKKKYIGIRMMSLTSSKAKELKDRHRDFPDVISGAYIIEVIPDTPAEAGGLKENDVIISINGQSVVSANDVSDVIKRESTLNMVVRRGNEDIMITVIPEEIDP
# TCR CD3 inh: inhibitors of human TCR-CD3 interaction, primary screen, biochemical, fluorescence, TAMRA-labeled TCR probe; inhibition, % at 9.4 µM; actives 0.37% (n = 360,000); in the data active = inhibition above about 19%;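 note: recombinant mutant TCR 2C K166C tagged with TAMRA read by polarization; 0% = receptor in buffer alone and 100% = receptor with positive control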
# mABHD4 FP: ABHD4 inhibitors, primary screen, biochemical, fluorescence polarization, mouse | inhibition, % at 8.92 µM | actives 0.54% (n = 370,000) | purified mABHD4, FP-Rh probe fluorescence polarization | AID 720543, 2013;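 active = inhibition exceeding the mean over every tested compound plus 3 SD, cut at about 30% in these data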;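 note: 0% = plate median of compound wells and 100% = S159A mutant with DMSO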
# Target sequence (Q8VD66 whole entry, looked up): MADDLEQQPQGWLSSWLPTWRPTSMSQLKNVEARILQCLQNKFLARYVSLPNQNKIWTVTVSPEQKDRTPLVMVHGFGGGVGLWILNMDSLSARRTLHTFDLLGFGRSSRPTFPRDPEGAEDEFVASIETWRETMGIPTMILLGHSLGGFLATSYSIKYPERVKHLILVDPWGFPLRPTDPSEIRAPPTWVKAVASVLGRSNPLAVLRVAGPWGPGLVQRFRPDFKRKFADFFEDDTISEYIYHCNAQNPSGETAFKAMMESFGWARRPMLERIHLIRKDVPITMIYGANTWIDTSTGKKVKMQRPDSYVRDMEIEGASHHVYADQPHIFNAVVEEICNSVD
#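 Material: mouse ABHD4 enzyme, wild type; Benchmarks: S159A mutant high control, sample median low control; Buffer or medium: HEPES pH 7.0, NaCl, Pluronic buffer; Signal: fluorescence polarization; Read-out: percent inhibition of probe binding, normalized to plate controls; Timing: pre-incubation 45 min, probe exposure 60 min, at 25 °C; Dosing: 8.92 µM, single dose.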
# GC-B act: human GC-B receptor activators, primary screen, HEK293 GC-B cells, cGMP TR-FRET, EC30 CNP | Atrial natriuretic peptide receptor 2 (Homo sapiens), P20594 | 0% at EC30 CNP, 100% saturating CNP | activation, % at 10 µM | actives 0.11% (n = 370,000);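 active = activation at 10 µM reaching about 35% in either raw or pattern-adjusted values, limit read from the data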
# rCAG RNA binder: binders of r(CAG) RNA repeats, primary screen, biochemical, fluorescence | r(CAG) RNA repeat, TO-PRO-1 dye displacement fluorescence | inhibition, % at 3 µM | actives 1.3% (n = 370,000);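 active = inhibition above the plate cutoff, the mean of all test compounds on that plate plus 3 SD, cut at about 35% in these data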;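 note: 0% = DMSO alone and 100% = 100 µM mitoxantrone as full dye displacement; higher means more dye released from RNA so lower well fluorescence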
# MBD2 inh: inhibitors of MBD2 binding to methylated DNA, primary screen, biochemical, TR-FRET, DNA-binding domain, human. Methyl-CpG-binding domain protein 2 (Homo sapiens), Q9UBB5. MBD2 binding to methylated oligonucleotide. inhibition, % at 4.4 µM. actives 0.31% (n = 370,000). AID 686964, 2013; in the data active = inhibition above about 13%
# UHRF1 MBD2 ctr: UHRF1 methylated DNA binding inhibitors, primary screen, counter-screen for MBD2 inhibitor project, biochemical, TR-FRET, human UHRF1, single concentration; E3 ubiquitin-protein ligase UHRF1 (Homo sapiens), Q96T88; UHRF1 binding to methylated oligo; inhibition, % at 4.4 µM; actives 0.75% (n = 370,000); AID 687016, 2013; in the data active = inhibition above about 21%;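 note: UHRF1 SRA domain binding a hemimethylated CpG hairpin DNA probe; 0% = median of test compound wells and 100% = reference inhibitor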
# PRMT1 FP inh: PRMT1 methyltransferase inhibitors, primary screen, biochemical, fluorescence polarization; Protein arginine N-methyltransferase 1 (Homo sapiens), Q99873; recombinant PRMT1, activity-based probe fluorescence polarization; inhibition, % at 2.79 µM; actives 1.3% (n = 370,000);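 active = inhibition above about 21% made by adding two undisclosed values, limit read from the data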
# Starred values were filed as active, the others as inactive; nt = no result given.
SMILES,SIAE primary,GC-A act,HTRA1 inh,TCR CD3 inh,mABHD4 FP,GC-B act,rCAG RNA binder,MBD2 inh,UHRF1 MBD2 ctr,PRMT1 FP inh
Cc1ccc(NC(=O)COC(=O)Cn2c(C)csc2=O)c([N+](=O)[O-])c1,6.1,1.2,13.9,6.7,3.6,-0.2,-3.3,-12.0,-1.6,-2.1
NC(Cc1ccc(Cl)cc1)c1csc(Nc2ccc(S(N)(=O)=O)cc2)n1 (stereo unspecified),-2.7,1.1,nt,-7.0,-0.4,-3.9,11.7,-1.8,-0.9,-5.2
Cc1ccc(-c2cn3c(n2)SCC3)cc1,2.4,0.8,2.2,8.9,-3.0,5.0,1.4,4.9,1.8,2.8
CCOc1ccc(CCNC(=O)c2cccc(S(=O)(=O)N3CC(C)OC(C)C3)c2)cc1OCC (stereo unspecified),2.8,-0.4,-7.4,9.5,-1.3,1.1,-5.4,-0.7,-1.7,-2.5
Cc1nnc(SCC(=O)NCC(=O)Nc2ccc(F)c(F)c2F)n1Cc1ccccc1,4.7,2.4,4.1,4.4,-2.2,6.1,-3.6,-5.5,0.4,-0.8
O=C(/C=C/c1ccc(Br)cc1)NCc1cccs1,1.3,0.3,-5.4,2.9,-2.4,-1.3,1.5,3.2,-2.6,-0.4
FC(F)(F)c1cccc(-c2nc(-c3ccncc3)no2)c1,-5.9,-3.4,5.5,1.9,2.5,-6.6,4.1,-0.7,-0.8,-1.4
CCOc1ccc(/C=N/Nc2ccc(C(F)(F)F)cc2[N+](=O)[O-])cc1O,9.2,-1.8,22.2,-5.5,9.6,-3.4,8.7,-2.0,-0.5,-3.8
COc1ccccc1CNS(=O)(=O)c1csc(C(N)=O)c1,6.9,1.2,-3.8,2.8,-1.7,3.9,2.6,-6.3,-1.7,-3.5
CCC(=O)N1CCN(c2cc(C)ccc2C)CC1,-6.1,1.5,-0.4,-14.1,-3.0,5.7,2.0,-3.4,2.0,3.8
COc1cccc(C(=O)NCCN2C(=O)C3C4C=CC(C4)C3C2=O)c1 (stereo unspecified),5.5,3.3,nt,nt,-2.1,-2.5,1.1,2.8,1.8,2.1
C/C=C(\C)CN1CCN(c2ccccc2)CC1,0.7,4.5,6.6,-0.9,7.2,5.5,1.9,1.0,-1.0,3.7
O=C(/C=C/c1ccccc1)N1c2ccccc2Sc2ccc(C(F)(F)F)cc21,-2.7,0.1,-15.2,3.9,-6.8,2.2,3.0,6.0,-1.5,-3.8
Cc1cc(Nc2ccc(F)c(F)c2)nc(-c2ccccc2O)n1,-5.6,7.3,-2.9,-0.9,1.3,-16.4,5.7,1.7,-40.1,3.6
COc1ccc(/C=C2\N=C3CCCN3C2=O)cc1,-1.6,-6.8,-1.8,1.9,-3.3,0.4,0.7,-1.6,1.9,-3.4
Cc1cnc(NC(=O)Cc2ccc(C)c(C)c2)s1,-5.0,4.3,-14.3,5.4,3.1,-4.6,2.0,3.2,-0.1,-1.8
C#Cc1ccc(NC(=O)C2(C)CCN2C(=O)c2cc(C)n(C)n2)cc1 (stereo unspecified),-7.4,1.4,nt,-8.9,-6.0,-0.6,-0.6,-0.1,0.1,2.3
Cc1nc2c(C)cccc2cc1C(=O)N/N=C/c1cccc([N+](=O)[O-])c1,3.7,-3.6,-11.6,4.2,-3.5,-2.8,3.0,-1.7,-2.9,-1.9
CCOC(=O)C1CCCN(C(=O)c2cnn3c(C(F)F)cc(-c4ccc(C)cc4)nc23)C1 (stereo unspecified),1.5,1.6,-10.2,-7.8,-4.0,0.5,-9.6,0.2,0.6,0.2
CC(=O)c1c(OC(=O)c2ccccc2)ccnc1C(F)(F)F,-3.5,1.4,0.0,0.3,1.1,3.0,1.0,4.3,-2.2,5.0
Cc1ccccc1NC(=O)NCCc1c[nH]c2ccccc12,11.0,0.6,0.3,7.4,-1.2,-6.1,0.6,0.9,-0.9,-1.4
COC(=O)c1cc(Sc2cccc(Cl)c2Cl)ccn1,1.7,3.9,-9.6,-1.7,4.5,-1.1,-6.5,2.6,-0.8,-5.9
CN(C(=O)c1ccc(COc2ccccc2Cl)o1)c1ccccc1,-6.6,-1.3,-10.2,2.0,-3.1,-1.4,-3.8,-4.7,-1.6,-8.1
Cn1c(=O)c2c(nc(Sc3ncnn3CC(=O)NC3CCCCC3)n2C)n(C)c1=O,1.9,0.9,8.3,1.0,-4.6,-1.4,-4.5,-4.9,6.6,-6.1
CC(=O)CCc1ccc(OCC(=O)Nc2cccc(S(=O)(=O)N(C)c3ccccc3)c2)cc1,-10.7,2.9,-18.1,-7.5,-15.0,-6.7,4.0,-5.2,1.9,5.5

# The last 4 compounds of the section above come first, to join the parts:
SMILES,SIAE primary,GC-A act,HTRA1 inh,TCR CD3 inh,mABHD4 FP,GC-B act,rCAG RNA binder,MBD2 inh,UHRF1 MBD2 ctr,PRMT1 FP inh
COC(=O)c1cc(Sc2cccc(Cl)c2Cl)ccn1,1.7,3.9,-9.6,-1.7,4.5,-1.1,-6.5,2.6,-0.8,-5.9
CN(C(=O)c1ccc(COc2ccccc2Cl)o1)c1ccccc1,-6.6,-1.3,-10.2,2.0,-3.1,-1.4,-3.8,-4.7,-1.6,-8.1
Cn1c(=O)c2c(nc(Sc3ncnn3CC(=O)NC3CCCCC3)n2C)n(C)c1=O,1.9,0.9,8.3,1.0,-4.6,-1.4,-4.5,-4.9,6.6,-6.1
CC(=O)CCc1ccc(OCC(=O)Nc2cccc(S(=O)(=O)N(C)c3ccccc3)c2)cc1,-10.7,2.9,-18.1,-7.5,-15.0,-6.7,4.0,-5.2,1.9,5.5
O=C(/C=C/c1ccccc1)NCc1ccc2c(c1)OCO2,2.0,-5.2,-2.5,1.4,-6.1,4.7,-3.1,1.4,0.7,-3.8
CCc1nnc(NC(=O)CSc2nc3c(c(=O)n2C)SC(C)C3)s1 (stereo unspecified),-0.2,-1.7,10.2,1.4,6.2,-5.5,4.2,-1.4,-2.2,-0.2
O=C1C=C(c2cccc(Cl)c2O)C[C@@H](c2ccc(F)cc2)C1,0.0,-2.1,-9.2,5.4,-66.0,-2.4,5.2,10.6,21.0*,0.8
N=C(N)SCc1ccccc1Cl,5.1,-1.9,5.5,-5.4,7.7,-2.5,-1.8,-3.2,7.4,4.1
Clc1ccccc1NN=Cc1ccccn1,5.0,-0.7,13.1,1.5,-3.0,-0.6,2.5,2.4,-3.8,-1.9
CCC1=NN2C(=N)/C(=C/c3ccc(OS(=O)(=O)c4ccccc4)c(OC)c3)C(=O)N=C2S1,-2.4,1.0,-17.2,3.9,1.8,0.0,25.6,1.5,-1.5,1.0
Cc1cc(C(=O)COC(=O)C23CC4CC(CC(O)(C4)C2)C3)c(C)n1C,4.5,-0.2,2.5,-2.3,-0.4,5.5,3.5,5.4,2.7,5.0
O=C(NC1CC1)c1ccc(S(=O)(=O)NCC2CCCCC2)cc1,-6.0,4.0,-2.3,6.9,2.4,2.4,-2.7,5.9,2.4,-0.2
CCOc1ccc(CC(C(N)=O)C(N)=O)cc1,-3.1,5.1,4.8,-6.6,3.0,-6.3,-1.3,-2.6,-0.4,1.3
O=C(CSc1nc2ccccc2c(=O)n1-c1ccccc1)NCc1ccc2c(c1)OCO2,-3.5,-3.2,1.2,-6.4,-1.0,-1.0,-2.7,9.4,18.9,-1.9
COc1ccc(CN2CCCCC2C)c(C)c1C (stereo unspecified),1.1,-0.6,0.6,-1.0,0.8,1.2,-2.4,-3.0,1.1,-2.2
COCCNC(=O)Cn1nc(C)c([N+](=O)[O-])c1C,2.7,-0.4,-2.8,3.8,-0.9,6.8,-1.4,0.3,0.8,-1.3
COc1cc(OC)c2c(-c3cccc(-c4ccc(NC(C)=O)cc4)c3)cc(=O)oc2c1,-32.6,-8.1,-75.0,4.4,-35.2,4.8,12.0,0.5,2.3,2.1
CN1CCN(C(=O)c2cc3c(n(-c4ccccc4)c2=O)CC(C)(C)CC3=O)CC1,-0.5,0.5,-3.5,1.7,-5.3,1.9,0.0,1.7,0.9,0.3
C=CCn1c(SCC(=O)O)nnc1-c1cccc(Cl)c1,2.6,-0.7,-1.4,2.7,-1.0,2.1,-2.5,-0.4,0.6,-4.0
CNC(=O)CN1C(=O)C2C3C=CC(C3)C2C1=O (stereo unspecified),3.9,-2.3,0.0,-0.8,9.8,2.7,1.6,-5.2,-0.4,2.1
CN(CC(=O)Nc1ccc(F)c(F)c1F)C(=O)c1cc(S(=O)(=O)N(C)C)ccc1N1CCCC1,-0.4,-4.5,-0.9,-10.8,6.3,1.8,-0.9,1.4,1.2,2.2
COc1ccc(NC(=O)COC(=O)c2ccc(O)cc2)c([N+](=O)[O-])c1,-2.3,-1.9,-3.5,4.0,-4.2,-3.5,1.1,-5.9,-1.0,-1.0
Cn1c(N)c(C(=O)COC(=O)CCC2CCCC2)c(=O)n(C)c1=O,-5.7,1.6,4.1,-6.5,-11.5,-1.3,-2.3,6.8,2.3,7.8
C/C(=N\NC(=O)c1nnn(-c2nonc2N)c1CN(C)C)c1ccco1,7.4,2.5,4.2,-9.8,0.9,-0.9,2.9,4.8,-2.7,2.4
Cc1cccc(C(=O)Nc2ccc(CC(=O)O)cc2)c1,1.5,1.2,-1.8,-8.3,1.3,3.4,0.7,-2.7,2.9,-0.1
CCCC(c1nnnn1C(C)(C)CC)N1CCN(C2CCCC2)CC1 (stereo unspecified),3.2,2.2,4.1,-1.1,-3.8,0.6,-11.4,4.4,10.2,-1.3
CNc1ncnc(Sc2ccc(Cl)cc2)c1[N+](=O)[O-],3.0,-1.6,nt,6.3,1.4,-3.3,5.0,-0.9,-0.8,1.0
Cc1c(Cl)cccc1NC(=O)CNC(=O)c1cn(-c2ccccc2)nc1-c1cccnc1,-6.6,-3.7,-39.3,-2.0,-19.0,-3.8,14.4,6.9,1.2,3.2
COc1cccc(NC(=O)COC(=O)C2CC(=O)N(c3ccc(C)cc3)C2)c1 (stereo unspecified),-3.1,-0.1,-6.0,2.7,9.3,-4.3,-0.1,3.7,-0.2,0.4
N#Cc1cccc(C#N)c1N1CCC(C#N)CC1,-1.6,-5.5,nt,3.9,-2.7,3.3,-0.2,0.1,0.0,-0.7
CCC(=O)Oc1ccc2c(c1)OC1(OC(C)=O)OC(C)CC1=C2C (stereo unspecified),-0.5,5.1,0.3,-6.3,-3.9,3.0,-7.3,1.4,0.6,1.6
Clc1ccc(OCCCNCc2ccccc2)c(Br)c1,2.5,1.0,-4.6,1.1,6.5,1.9,2.5,-3.5,0.0,2.1
Cc1cccc(NC(=O)c2cccc(C(=O)Nc3cccc(C)c3C)n2)c1C,-2.2,10.3,5.5,6.8,-1.8,11.9,-2.8,-0.7,0.9,-0.4
CC(C)OC(=O)N(C)C[C@@H]1OCc2cnnn2CCCC(=O)N([C@H](C)CO)C[C@@H]1C,0.8,-1.8,6.9,-2.1,-2.0,3.8,0.4,-5.0,1.6,0.7

# These rows are one share of the data; count on the stated rates, not on these rows.
